# Compound activity from PubChem.
# GAA glycogen mod – GAA glycogen-cleavage inhibition or activation; recombinant GAA, glycogen substrate, Amplex Red glucose oxidase fluorescence; Potency, µM (series often up to 76.4 µM), for the others: at the top dose activity change, negative = inhibition, usual class: inhibitors; AID 2100; P10253; 300,000 compounds, 0.38% hits;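 also: 0% = full enzyme reaction and -100% = no-enzyme basal signal; the screen sought inhibitors and activators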
#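 qHTS, 1536-well; enzyme 4 nM final; cpd up to 77 uM; substrate bovine liver glycogen 30 ug; 50 mM citrate/phosphate pH 5.0, 0.01% Tween-20; 37 C, 40 min; Amplex Red detection 45 min RT; Hill fit → AC50.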
# ALDH1A1 block – blocks purified human ALDH1A1 activity; Potency, µM (top dose mostly 75.3 µM), for the others: at the highest dose activity, negative = inhibition, usual class: inhibitors; 220,000 compounds, 7.3% hits; P00352; Purified ALDH1A1, NADH fluorescence, propionaldehyde substrate; active = well fitted inhibition curve with a large enough effect, not every such curve was filed as active; inconclusive = small, poorly fitted or top-dose-only effect, or another doubt; inactive = no such curve, though single readings can be large or run the other way;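 also: plate controls were no enzyme wells and a reference inhibitor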
# SMN2 splice up – increases expression of the SMN2 splice variant. HEK293 SMN2-luciferase splicing reporter, luminescence, 30-36 h. Potency, µM (doses to about 46.1 µM), for the others: at the highest dose activity change, positive = activation, most hits filed as activators. 210,000 compounds, 2.8% hits; also: % of control where 0% means no effect; nearly all actives have a fitted effect of over 55% in size
#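 HEK293 cells carry an SMN2 […]–luciferase reporter in which exon 7 inclusion puts luciferase in frame. Cells were plated 10-12 h before compound addition, then incubated 30-36 h at 37C. ONE-Glo luminescence was read; sodium butyrate at 4.5 mM final served as control.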
# aGal spleen mod – alpha-galactosidase A (human) modulation; Potency, µM (highest dose often 80 µM), for inactives: at the top dose activity change, negative = inhibition, hits mostly inhibitors; 240,000 compounds, 0.008% hits; human spleen homogenate, 4MU-alpha-Gal fluorescence, 40 min;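 also: 0% = enzyme with vehicle and -100% = no enzyme basal signal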
# Target sequence (P06280 32-429 limits assumed): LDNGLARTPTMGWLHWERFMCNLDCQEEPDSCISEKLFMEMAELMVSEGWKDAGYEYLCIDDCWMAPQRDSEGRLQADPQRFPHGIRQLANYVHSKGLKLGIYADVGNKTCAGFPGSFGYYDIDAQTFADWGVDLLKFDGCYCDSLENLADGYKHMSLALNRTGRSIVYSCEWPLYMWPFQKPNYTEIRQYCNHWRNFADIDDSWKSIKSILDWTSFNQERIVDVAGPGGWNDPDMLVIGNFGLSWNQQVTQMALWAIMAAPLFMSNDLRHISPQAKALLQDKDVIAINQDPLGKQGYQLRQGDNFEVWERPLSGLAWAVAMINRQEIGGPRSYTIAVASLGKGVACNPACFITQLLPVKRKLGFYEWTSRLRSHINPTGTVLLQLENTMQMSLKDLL
#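 Spleen homogenate 1 ug + cpd (titration) + 4-MU-alpha-D-galactopyranoside 1 mM; 37C 40 min; 50 mM citrate/phosphate pH 5.0, 0.01% Tween-20; stop pH 10; fluorescence 365/440; AC50 via Hill.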
# KDM4E inh – blocks human JMJD2E demethylase activity. JMJD2E catalytic domain, FDH-coupled NADH fluorescence (FDH is formaldehyde dehydrogenase). Potency, µM (top dose mostly 57.1 µM), for the others: at the top dose activity change, negative = inhibition, actives largely listed as inhibitors. 230,000 compounds, 1.6% hits. AID 2147; active = well fitted inhibition curve with a large enough effect, not every such curve was filed as active; inconclusive = small, poorly fitted or top-dose-only effect, or another doubt; inactive = no such curve, though single readings can be large or run the other way;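 also: 0% = wells with enzyme and -100% = buffer wells without enzyme; nearly all actives have a fitted effect of over 50% in size; many of its hits are not listed in these tables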
# GoLoco inh red – blocks human Gai1 binding to RGS12 GoLoco peptide, red readout | P63096 | Gai1:RGS12 GoLoco peptide FP, rhodamine, 10 min | Potency, µM (titrated, usually from 61.6 µM), for the others: at the top dose activity, negative = inhibition, usual class: inhibitors | 230,000 compounds, 0.44% hits | AID 880; active = well fitted inhibition curve with a large enough effect, not every such curve was filed as active; inactive = no such curve, though single readings can be large or run the other way; also: % is scaled to controls: 0 for no effect and ±100 for the full control effect; nearly all actives have a fitted effect of over 30% in size; many of its hits are not listed in these tables
# Target sequence (P63096 whole entry, looked up): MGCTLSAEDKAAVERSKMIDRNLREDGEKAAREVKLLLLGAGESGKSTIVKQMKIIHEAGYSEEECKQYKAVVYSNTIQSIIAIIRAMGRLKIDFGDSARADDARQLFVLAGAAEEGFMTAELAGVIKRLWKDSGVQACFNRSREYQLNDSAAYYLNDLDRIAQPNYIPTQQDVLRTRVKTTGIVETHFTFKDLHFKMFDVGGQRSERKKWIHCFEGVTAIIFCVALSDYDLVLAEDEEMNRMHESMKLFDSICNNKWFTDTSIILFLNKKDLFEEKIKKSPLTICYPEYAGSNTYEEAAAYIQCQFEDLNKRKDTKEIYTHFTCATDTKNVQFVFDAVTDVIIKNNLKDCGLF
# GAA inh – blocks human lysosomal alpha-glucosidase. Potency, µM (titrated, usually from 76.9 µM), for the others: top-dose activity change, negative = inhibition, most hits filed as inhibitors. purified human GAA, 4-MU-alpha-glucoside fluorescence. 200,000 compounds, 0.005% hits. P10253. AID 1466;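 also: plate controls were uninhibited enzyme wells for no effect and no-enzyme background for full effect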
#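 qHTS format, compound range up to 77 uM. Human lysosomal enzyme at 4 nM, 400 uM 4-MU glucoside substrate, pH 5.0, 20 min room temperature; fluorescence after alkaline stop gives activity normalized to controls.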
# GAA spleen mod – inhibitors or activators of human alpha-glucosidase in spleen homogenate; P10253; human spleen homogenate, 4-MU-alpha-glucoside fluorescence; Potency, µM (series often up to 79.9 µM), without a hit: top-dose activity change, negative = inhibition, usual class: inhibitors; 240,000 compounds, 0.006% hits;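 also: 0% = enzyme with vehicle and -100% = no enzyme basal signal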
#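 AC50 values come from Hill-equation fits of concentration-response data, normalized to no-enzyme and full-activity controls. Enzyme source: 1 ug human spleen homogenate; 1 mM fluorogenic 4-MU glucoside, pH 5.0 citrate buffer, 37 C, 40 min.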
# * = called active by the depositor; i = inactive; ? = inconclusive; nt = not tested or not shown; & = joins results of further samples; ! = not active in a repeat; [ ] = another dose, or the depositor's remark. Unless noted, calls follow the shape of the dose curve; as a rule, active = well fitted curve in the direction sought with a large enough effect; inconclusive = small, poorly fitted or top-dose-only effect, or another doubt; inactive = no such curve, though single readings can be large; an effect the other way counts as inactive or inconclusive. Potency is read from the fitted curve at half-maximal effect.
compound,GAA glycogen mod,ALDH1A1 block,SMN2 splice up,aGal spleen mod,KDM4E inh,GoLoco inh red,GAA inh,GAA spleen mod
O=C(NCc1cccnc1)c1noc2c1CCCC2,8%,1%,6%,8%,2%,5%,?,1%
CCCCNc1c2c(nc3c(-c4ccccc4)c(C)nn13)CCC2,-6%,i,-23%,34%,-2%,3%,5%,9%
Cc1cc(N2CCOCC2)nc(N)n1,1%,1%,27%,-9%,3%,-1%,-3%,1%
O=C(NC(Cc1ccccc1)C(=O)O)c1ccc(S(=O)(=O)N2CCOCC2)cc1 (configuration not stated),-3%,?,?,-3%,14%,-5%,-1%,-1%
COc1ccc(N2CCN(C(=O)c3ccc(Oc4ccc(C(F)(F)F)cn4)cc3)CC2)cc1,1%,7%,-25%,-1%,5%,-2%,-2%,-5%
COc1ccc(-n2cc(CN3CCCC3)c(-c3cccc(F)c3)n2)cc1,-5%,?,nt,5%,?,13%,-12%,-1%
COc1cc(C(=O)NNC(=O)c2ccc(S(=O)(=O)N3CCCCC3)cc2)cc(OC)c1OC,-3%,?,21%,-1%,7%,5%,-3%,-1%
c1ccc(-c2[nH]ncc2CN2CCN(Cc3ccc4c(c3)OCO4)CC2)cc1,-5%,-6%,nt,7%,1%,4%,?,-2%
Cc1nc(NC(=O)c2ccc(Br)s2)sc1C(=O)N(C)C,4%,5%,11µM*,-4%,11%,0%,nt,-6%
Cc1cc(C(=O)c2ccc(Cl)cc2)c(NC(=O)CCl)s1,-1%,0.89µM*,-33%[inhibitor],3%,-5%,-9%,0%,-6%
C=CCN=c1scc(-c2ccc(F)cc2)n1/N=C/c1ccccn1,-11%,-9%,400%,14%,21%,-2%,-8%,-14%
CCOC(=O)C1=C(O)C(=O)N(CCCn2ccnc2)C1c1ccc(OC)cc1 (configuration not stated),1%,0%,11%,-4%,-1%,1%,-8%,-2%
CCOC(=O)N1CCN(Cc2cn[nH]c2-c2ccc(-c3ccccc3)cc2)CC1,-17%,-2%,nt,7%,?,0%,?,-1%
Nc1nc(-c2ccccc2)nn1S(=O)(=O)c1ccccc1,-3%,2%,11%,-8%,3%,9%,-1%,8%
COc1ccc(OC)c(NC(=O)CSc2nnc(N)s2)c1,3%,?,nt,3%,-1%,-13%,-6%,1%
COc1ccccc1NC(=O)[C@H](COCc1ccccc1)NC(=O)OC(C)(C)C,-6%,0%,-21%,-5%,-1%,2%,-2%,-4%
Cc1cccc(CSC2=NN3CCCC(=O)N=C3S2)c1,5%,?,nt,1%,-3%,19%,-13%,-6%
Cc1ccc(Nc2nnc(SCC(=O)NCCN3C(=O)CSC3=O)s2)cc1,15%,?,?,2%,-2%,8%,6%,-20%
CCCc1nc(SCC(N)=O)[nH]c(=O)c1CC,-14%,-5%,8%,9%,2%,7%,-3%,-2%
CN1C(C(=O)NCc2ccc(OC(F)(F)F)cc2)CC2Cn3c(nc4cc5ccccc5cc43)C21 (configuration not stated),-9%,nt,nt,-1%,-27%,1%,nt,-3%
Cc1ccc(NC(=O)COc2ccccc2C=O)cc1Cl,11%,-4%,nt,4%,3%,4%,-3%,-9%
COc1ccc(NC(=O)CN(c2ccc([N+](=O)[O-])cc2)S(=O)(=O)c2ccccc2)c(OC)c1,8%,-12%,-14%,?,-7%,2%,-11%,-29%
CCc1sc(C(=O)Nc2ccc(F)cc2C)cc1C,-4%,0%,nt,0%,-2%,nt,-13%,-3%
CN(CC(O)CN1CCOCC1)S(=O)(=O)O (configuration not stated),4%&11%,7%,8%,2%&-3%,2%&14%,-4%&9%,3%,0%
CCn1c(=O)c(=O)[nH]c2cc(C(=O)NCC3CCCCC3)ccc21,8%,?,25%,-1%,?,132%[activator],1%,7%
CC(C)S(=O)(=O)C/C(N)=N/OS(=O)(=O)c1ccc(Cl)cc1,8%,1%,nt,-2%,-2%,-5%,-8%,6%
COC(=O)c1c(N)sc(C(=O)N2CCOCC2)c1C,3%,?,6%,8%,8%,7%,3%,1%
Cc1ccc(-c2nc(C)sc2CC(=O)NCc2ccco2)cc1,5%,?,-9%,4%,-20%,4%,6%,7%
CCN1CCCc2cc(CN(CCN3CCOCC3)C(=S)Nc3ccccc3OC)ccc21,?,?,-8%,0%,-23%,8%,-1%,-18%
Cc1cc(C)nc(SCc2nnc(SCC(=O)Nc3c(C)cccc3C)o2)n1,4%,-1%,-5%,1%,9%,0%,-5%,-6%
CCC(CC)N1CCN(CCc2ccccc2)C(CCO)C1 (configuration not stated),-6%,-4%,-1%,0%,-8%,16%,-15%,2%
CCOc1ccccc1NC(=O)C(CC(C)C)NC(=O)C1CCC(C)CC1 (configuration not stated),-4%[76.3 µM],-3%,-3%&1%,6%,2%,4%,-7%,2%
Cc1cc(C)n2nc(C(=O)NCc3ccccc3)nc2n1,-1%,-1%,4%,4%,6%,4%,1%,0%
CCOC(=O)C1=C(NC#N)OC(C)=C(C)C1c1ccc(O)cc1 (configuration not stated),?,22µM*,3%,-4%,?,16%,-8%,-6%
CCSc1nc2c(sc3nc(C)cc(C)c32)c(=O)[nH]1,1%,?,11%,6%,?,10%,7%,0%
CCC(C)N(C(=O)C(F)(F)F)C(C(=O)NC1CCCCC1)c1ccncc1 (configuration not stated),-2%,12%,2%,1%,9%,7%,2%,9%
CS(=O)(=O)N1CCN(C(=O)Nc2ccccc2)CC1,1%,4%,nt,12%,13%,6%,-9%,7%
COc1ccccc1-c1c(C)nn2c(-c3ccccc3)cc(C)nc12,3%,nt,nt,10%,-1%,2%,nt,6%
COc1ccc(N2CCN(C(CNC(=O)c3ccc4c(c3)OCO4)c3ccco3)CC2)cc1 (configuration not stated),-2%,1%,-8%,5%,-6%,-5%,-9%,nt
Cc1ccc(C)c(OCC(O)CN2CCN(CCN3C(=O)c4cccc5cccc(c45)C3=O)CC2)c1 (configuration not stated),1%,?,-106%[inhibitor],1%,4%,-19%,-14%,0%
CCc1ccc(NC(=O)CSc2n[nH]c(C)c2[N+](=O)[O-])cc1,-2%,1%,-13%[1.84 µM],-5%,8%,1%,3%,-3%
COc1ccc2[nH]c(I)c(CCNC(C)=O)c2c1,nt,1%&1%,-6%,9%&-20%,-3%,4%&3%,nt,5%&1%
COc1cc(NC(=O)Cc2c(C(=O)O)n(C)c3ccccc23)cc(OC)c1OC,-4%,?,-7%,-4%,-7%,1%,-1%,-5%
Cc1nnsc1C(=O)Nc1ccccc1,0%,3%,25%,6%,-6%,-7%,1%,0%
CCn1ncc(C2=NOC(C(=O)Nc3ccc4c(c3)OCO4)C2)c1C (configuration not stated),-6%,-8%,-54%[inhibitor],-9%,-10%,7%,-5%,-9%
CCn1c(SCC(O)c2ccccc2)nnc1-c1ccccc1 (configuration not stated),20%,13%,23%,-5%,-2%,-11%,-4%,-6%
CCOC(=O)N1CCC2(CC1)C(C#N)=C(N)Oc1c2sc2nc(C)cc(C)c12,-7%,0%,?,0%,6%,2%,-10%,-7%
Cc1cc([N+](=O)[O-])cc2c1NCC1CC=CC21 (configuration not stated),-2%,?,-13%,4%,4%,5%,2%,2%
O=C(CSc1ccc(-c2cccs2)nn1)N1CCCCCC1,11%,-5%,?,-19%,-6%,11%,-8%,1%
CCCCCC1=NN2C(=O)CC(=O)N=C2S1,0%,nt,nt,3%,-12%,6%,nt,2%
COc1ccc(NC(=O)N2CC[C@@]3(CCCN(C(=O)c4ccco4)C3)C2)cc1,nt,-7%,-13%,-14%,nt,3%,nt,-12%
COc1ccc2cc(C(C)CO)ccc2c1 (configuration not stated),nt,-7%,0%,3%,-8%,-3%,nt,-20%
Brc1ccc(/C=N/N2CCN(C3c4ccccc4-c4ccccc43)CC2)s1,3%,2%,-2%,5%,-1%,2%,1%,1%
COC/C=C/C1=CC2=CC(=O)C(C)(OC(=O)c3cnc4ccccc4n3)C(=O)C2=CN1CCCCO (configuration not stated),-3%,13%[13.5 µM],-3%[9.22 µM],4%[17.5 µM],8.9µM*!,-1%[14.2 µM],nt,-10%[17.4 µM]
CCC(C)NC(=O)c1cc(CC(C)C)on1 (configuration not stated),-2%,-2%,14%,-1%,11%,-2%,3%,-7%
CCOc1ccc(CNc2ccc(N3CCOCC3)c(C(=O)O)c2)cc1,?,?,-17%,-2%,?,-1%,-10%,-1%
Cn1cccc1/C=C1\CCC/C(=C\c2cccn2C)C1=O,-4%,7.9µM*,?,-5%,-16%,80%[activator],?,0%
CCC(=O)NC(c1ccc(N(C)C)cc1)c1c(O)ccc2ccccc12 (configuration not stated),?,?,-9%,12%,-6%,-10%,11%,7%
CCCc1nnc2n1N=C(c1ccc([N+](=O)[O-])cc1)CS2,7%,nt,nt,-2%,-3%,-3%,nt,-1%
CCC(=O)O[C@@H]1CC(=O)O[C@H](C)CC=CC=C[C@@H](O)[C@H](C)C[C@H](CC=O)[C@H](O[C@H]2O[C@H](C)[C@@H](O[C@H]3C[C@@](C)(O)[C@@H](OC(=O)CC)[C@H](C)O3)[C@H](N(C)C)[C@H]2O)[C@H]1OC,-3%,nt,nt,-2%,-9%,14%,nt,-2%

# (cont.)
compound,GAA glycogen mod,ALDH1A1 block,SMN2 splice up,aGal spleen mod,KDM4E inh,GoLoco inh red,GAA inh,GAA spleen mod
N#C/C(=C(/O)CCCl)c1ccccn1,1%,?,0%,?,?,-13%,?,?
COc1ccc2nc(NC(=O)CSc3nnc(N)s3)sc2c1,3%,2%,10µM*,4%,-9%,4%,5%,-2%
N#C/C(=C\c1c(N2CCCCC2)nc2ccccn2c1=O)C(=O)NCc1ccco1,-2%,28µM*,10%,9%,?,7%,-1%,-3%
Cc1ccc(-c2nn(C)c(=O)c3ccccc23)cc1CNC(=O)c1ccco1,11%,2%,-20%,-4%,9%,10%,-22%,-1%
S=c1[nH]c2ccc3ccccc3c2[nH]1,-8%,0%,10%,9%,?,15%,11%,-4%

# An excerpt, so the mix of outcomes need not match the whole.
